# Compound activity: PubChem BioAssay, Broad Institute
# Mtb BioA inh – BioA (M. tuberculosis) enzyme inhibition; purified M. tuberculosis BioA enzyme, plate reader; inhibition, % at 9.99 µM; hit rate 0.096% among 360,000; AID 602481; in the data active = inhibition above about 40%
# Active calls of the source: *; & = joins results of further samples. These rows are one share of the data; count on the stated rates, not on these rows.
Molecule	Mtb BioA inh
C[C@@H]1CN([C@@H](C)CO)C(=O)c2cc(NS(=O)(=O)c3ccc(Cl)cc3)ccc2O[C@@H](C)CCCCO[C@@H]1CN(C)S(=O)(=O)c1ccc(Cl)cc1	-1.0
C[C@@H](NC(=O)C[C@@H]1CC[C@@H]2[C@H](COC[C@@H](O)CN2Cc2ccc(C(F)(F)F)cc2)O1)c1ccccc1	2.4
O=C(NC1CCCCC1)N[C@@H]1CC[C@H](CC(=O)N2CCOCC2)O[C@@H]1CO	-4.1
CO[C@H]1CN(C)C(=O)c2ccc(NC(=O)C3CC3)cc2OC[C@H](C)N(C(=O)c2cccnc2)C[C@H]1C	3.3
C[C@H](CO)N1C[C@H](C)[C@H](CN(C)S(=O)(=O)c2ccccc2)OCCCC[C@H](C)Oc2ccc(NS(=O)(=O)c3cn(C)cn3)cc2C1=O	-0.9
CCS(=O)(=O)Nc1ccc2c(c1)C(=O)N(C)[C@@H]1CC[C@@H](CC(=O)N3CCOCC3)O[C@@H]1CO2	-0.3
CN(C)C(=O)C[C@H]1CC[C@H]2[C@@H](COc3ccc(NC(=O)Nc4cccc(Cl)c4)cc3C(=O)N2C)O1	3.4
O=C(C[C@@H]1CC[C@@H]2[C@H](COC[C@H](O)CN2Cc2nccs2)O1)NCc1ccc(F)cc1	-1.1
COc1ccc(CN(C)C[C@H]2Oc3ccc(NC(=O)Nc4ccc(OC)cc4)cc3C(=O)N([C@H](C)CO)C[C@H]2C)cc1	3.0
COCC(=O)Nc1ccc2c(c1)C(=O)N(C)[C@@H]1CC[C@@H](CC(=O)N3CCc4ccccc4C3)O[C@@H]1CO2	3.3
CC(=O)N1[C@H](CO)[C@@H](c2ccccc2)[C@@H]1CN(C)C(=O)c1ccccc1F	-4.5
C/C=C/c1cnc2c(c1)C(=O)N([C@H](C)CO)C[C@@H](C)[C@H](CN(C)S(=O)(=O)c1cn(C)cn1)O2	-1.6
C[C@H](CO)N1C[C@H](C)[C@H](CN(C)C(=O)C2CCOCC2)Oc2ncc(C#Cc3ccccc3F)cc2C1=O	-0.7
CO[C@@H]1CN(C)C(=O)c2ccc(NC(=O)c3cc(C)on3)cc2OC[C@H](C)N(C(=O)C2CC2)C[C@H]1C	1.5
C[C@@H]1CN([C@@H](C)CO)C(=O)c2cc(-c3cccc(F)c3)cnc2O[C@H]1CN(C)Cc1cccnc1	5.4

# Of the compounds above, 7 have a halogen.
Molecule	Mtb BioA inh
C[C@@H]1CN([C@@H](C)CO)C(=O)c2cc(NS(=O)(=O)c3ccc(Cl)cc3)ccc2O[C@@H](C)CCCCO[C@@H]1CN(C)S(=O)(=O)c1ccc(Cl)cc1	-1.0
C[C@@H](NC(=O)C[C@@H]1CC[C@@H]2[C@H](COC[C@@H](O)CN2Cc2ccc(C(F)(F)F)cc2)O1)c1ccccc1	2.4
CN(C)C(=O)C[C@H]1CC[C@H]2[C@@H](COc3ccc(NC(=O)Nc4cccc(Cl)c4)cc3C(=O)N2C)O1	3.4
O=C(C[C@@H]1CC[C@@H]2[C@H](COC[C@H](O)CN2Cc2nccs2)O1)NCc1ccc(F)cc1	-1.1
CC(=O)N1[C@H](CO)[C@@H](c2ccccc2)[C@@H]1CN(C)C(=O)c1ccccc1F	-4.5
C[C@H](CO)N1C[C@H](C)[C@H](CN(C)C(=O)C2CCOCC2)Oc2ncc(C#Cc3ccccc3F)cc2C1=O	-0.7
C[C@@H]1CN([C@@H](C)CO)C(=O)c2cc(-c3cccc(F)c3)cnc2O[C@H]1CN(C)Cc1cccnc1	5.4

# Further structures
Molecule	Mtb BioA inh
COc1ccc(CN2C[C@H](C)[C@@H](OC)CN(C)C(=O)c3ccc(NC(=O)c4nc5ccccc5s4)cc3OC[C@@H]2C)cc1	-3.9
CO[C@@H]1CN(C)C(=O)c2cc(NS(=O)(=O)c3cccc(F)c3)ccc2OC[C@@H](C)N(Cc2cc(F)ccc2F)C[C@H]1C	-6.0
C[C@H]1CN([C@@H](C)CO)C(=O)c2cc(NS(=O)(=O)c3ccccc3)ccc2O[C@H]1CN(C)Cc1ccc(Oc2ccccc2)cc1	-1.6
CNC[C@H]1Oc2c(NC(=O)Nc3ccc(C(F)(F)F)cc3)cccc2C(=O)N([C@H](C)CO)C[C@@H]1C	-1.7
C[C@@H]1CN([C@H](C)CO)C(=O)c2cccc(NC(=O)c3ccncc3)c2O[C@@H]1CN(C)S(=O)(=O)c1ccccc1	-0.8
COc1ccc(NC(=O)Nc2ccc3c(c2)CC(=O)N([C@H](C)CO)C[C@H](C)[C@H](CN(C)C(=O)Nc2ccc(C(F)(F)F)cc2)O3)cc1	-2.6
COc1ccc(CN(C)C[C@@H]2OCCCC[C@H](C)Oc3ccc(NS(=O)(=O)c4ccc(C)cc4)cc3C(=O)N([C@@H](C)CO)C[C@H]2C)cc1	2.6
CN(C)CC#Cc1ccc([C@@H]2[C@H]3CN(C(=O)C4CCCC4)CCCCN3[C@H]2CO)cc1	5.1
C[C@H](CO)N1C[C@H](C)[C@@H](CN(C)C(=O)c2ccccc2F)Oc2cc(-c3ccccc3)ccc2S1(=O)=O	3.1
COc1ccc(NC(=O)N2C[C@@H](O)COC[C@H]3O[C@@H](CC(=O)NCc4ccccc4OC)CC[C@@H]32)cc1	-2.0
O=C(NCC1CCCCC1)[C@@H]1N[C@@H]2c3ccc(C4=CCCC4)c(=O)n3C[C@@H]2[C@H]1CO	0.4
O=C(C[C@H]1CC[C@@H]2[C@H](COC[C@H](O)CN2Cc2ccccc2F)O1)NC1CCC1	-0.8
CCCC(=O)Nc1ccc2c(c1)C(=O)N(C)C[C@@H](OC)[C@@H](C)CN(C(=O)C1CCCC1)[C@@H](C)CO2	-1.4
CO[C@@H]1CN(C)C(=O)c2ccc(NS(C)(=O)=O)cc2OC[C@H](C)N(C(=O)C2CCCCC2)C[C@@H]1C	-0.5
CC(C)NC(=O)N(C)C[C@H]1OCCCC[C@H](C)Oc2ccc(N(C)C)cc2C(=O)N([C@H](C)CO)C[C@H]1C	-2.1
CC(C)NC(=O)Nc1ccc2c(c1)C(=O)N([C@H](C)CO)C[C@@H](C)[C@@H](CN(C)Cc1ccncc1)OCCCC[C@@H](C)O2	-1.8
C[C@@H]1CN([C@@H](C)CO)C(=O)c2cc(NS(=O)(=O)c3cccs3)ccc2O[C@@H](C)CCCCO[C@@H]1CN(C)S(=O)(=O)c1ccc(F)cc1	1.5
C[C@@H]1CCCCO[C@@H](CN(C)C(=O)CCC(F)(F)F)[C@@H](C)CN([C@@H](C)CO)C(=O)c2cc(NS(=O)(=O)c3cccs3)ccc2O1	-6.4
C[C@H](NC(=O)C[C@H]1C[C@@H]2c3cc(NC(=O)C4CCOCC4)ccc3O[C@@H]2[C@@H](CO)O1)c1ccccc1	-0.3
Cc1cc(C(=O)Nc2cccc3c2O[C@@H](CN(C)C(=O)Nc2c(C)noc2C)[C@@H](C)CN([C@@H](C)CO)C3=O)n(C)n1	-1.4
C[C@H](CO)N1C[C@H](C)[C@@H](CN(C)Cc2ccc(C(F)(F)F)cc2)Oc2c(NC(=O)C3CCCCC3)cccc2C1=O	0.4
C[C@@H]1CCCCO[C@@H](CN(C)S(=O)(=O)c2ccc(F)cc2)[C@H](C)CN([C@H](C)CO)C(=O)c2cc(NC(=O)Nc3ccc(C(F)(F)F)cc3)ccc2O1	1.4
CCCNC(=O)N[C@H]1C=C[C@@H](CC(=O)NCCc2ccccc2)O[C@@H]1CO	-0.9
C[C@H](CO)N1C[C@H](C)[C@@H](CN(C)S(C)(=O)=O)Oc2ncc(C#Cc3ccccc3F)cc2C1=O	-0.5
Cc1ccc(S(=O)(=O)Nc2ccc3c(c2)CC(=O)N([C@@H](C)CO)C[C@@H](C)[C@H](CN(C)Cc2ccc(C(=O)Nc4ccccc4N)cc2)O3)cc1	0.8
O=C(C[C@@H]1CC[C@H]2[C@@H](COC[C@@H](O)CN2C(=O)Nc2ccc(F)cc2)O1)NC1CCC1	-1.1
CCCC#Cc1cnc2c(c1)C(=O)N([C@H](C)CO)C[C@H](C)[C@H](CN(C)C(=O)Cc1ccncc1)O2	-1.7
CCCC(=O)Nc1ccc2c(c1)C(=O)N(C)[C@H]1CC[C@@H](CC(=O)NCc3ccccc3F)O[C@H]1CO2	0.3
O=C(C[C@@H]1CC[C@H](NC(=O)Nc2ccccc2F)[C@@H](CO)O1)NCc1ccccc1	2.2
CC(C)NC(=O)Nc1ccc2c(c1)C(=O)N(C)[C@@H]1CC[C@@H](CC(=O)NC3CCCCC3)O[C@H]1CO2	-3.1
CCCNC(=O)C[C@@H]1C[C@@H]2c3cc(NC(=O)CC4CC4)ccc3O[C@@H]2[C@@H](CO)O1	-2.2
CO[C@H]1CN(C)C(=O)c2cc(NC(C)=O)ccc2OC[C@H](C)N(C(=O)Cc2cccnc2)C[C@@H]1C	4.8
C[C@H](NC(=O)C[C@H]1CC[C@@H]2[C@H](COC[C@H](O)CN2Cc2cc(F)ccc2F)O1)c1ccccc1	0.9
CCCNC(=O)Nc1ccc2c(c1)C(=O)N(C)C[C@@H](OC)[C@@H](C)CN(C(C)=O)[C@@H](C)CO2	-2.2
C[C@H](CO)N1C[C@H](C)[C@@H](CN(C)Cc2ccncc2)Oc2ccc(NC(=O)Cn3cnnn3)cc2CC1=O	14.6
C[C@H](CO)N1C[C@H](C)[C@H](CN(C)S(C)(=O)=O)Oc2ncc(/C=C/c3ccccc3)cc2C1=O	-1.8&-0.7
CC(C)NC(=O)Nc1ccc2c(c1)C(=O)N([C@H](C)CO)C[C@H](C)[C@@H](CN(C)S(C)(=O)=O)OCCCC[C@@H](C)O2	-1.9
C[C@H](CO)N1C[C@H](C)[C@H](CN(C)C(=O)C2CC2)OCc2ccccc2-c2ccccc2C1=O	1.7
O=S(=O)(c1cccc(F)c1)N1CC[C@@H]2[C@H](CO)Nc3ccc(-c4cccc(F)c4)cc3[C@@H]21	0.1
COc1ccc(C#Cc2ccc3c(c2)O[C@@H](CN(C)C(=O)NC2CCCCC2)[C@@H](C)CN([C@H](C)CO)S3(=O)=O)cc1	-3.2
C[C@@H]1CN([C@H](C)CO)C(=O)c2ccccc2-c2ccccc2CO[C@@H]1CN(C)C(=O)[C@H]1CCCN1C	-0.8
Cc1ccc(-c2ccc([C@H]3[C@H]4CN(S(=O)(=O)c5ccccc5C)CCCCN4[C@H]3CO)cc2)cc1	0.5
COCC(=O)Nc1ccc2c(c1)OC[C@@H](C)N(C(=O)COC)C[C@@H](C)[C@H](OC)CN(C)C2=O	0.5
CC(=O)N(C)C[C@@H]1Oc2ncc(C#Cc3ccncc3)cc2C(=O)N([C@@H](C)CO)C[C@H]1C	0.8
COc1ccccc1C#Cc1ccc([C@H]2[C@@H](CO)N3CCCCN(C(=O)C4CCCC4)C[C@H]23)cc1	-1.7
C[C@@H]1CN([C@H](C)CO)C(=O)Cc2cc(NC(=O)Nc3ccc4c(c3)OCO4)ccc2O[C@H]1CN(C)Cc1ccc2c(c1)OCO2	-1.5
Cc1ccc(S(=O)(=O)Nc2ccc3c(c2)C(=O)N([C@H](C)CO)C[C@H](C)[C@H](CN(C)C(=O)Nc2c(C)noc2C)OCCCC[C@@H](C)O3)cc1	2.3
COc1cccc(-c2ccc([C@H]3[C@@H](CO)N(C(=O)Cc4ccccc4)[C@H]3C#N)cc2)c1	-2.0
CO[C@H]1CC[C@@H]2CCN(C)C(=O)[C@@H](C)[C@@H](OC)CN(C)C(=O)c3cccc(C#N)c3OC[C@@H]1O2	-2.2
O=C(Cc1ccncc1)N1CCCCN2[C@H](C1)[C@H](c1ccc(C#CC3(O)CCCC3)cc1)[C@@H]2CO	-2.2
CCCNC(=O)[C@@H]1[C@@H](CO)[C@@H]2Cn3c(ccc(-c4ccc(F)cc4)c3=O)[C@H]1N2CC	-1.0
Cc1cc(C(=O)Nc2cccc3c2O[C@H](CN(C)S(C)(=O)=O)[C@@H](C)CN([C@H](C)CO)C3=O)n(C)n1	-6.0
C[C@@H]1CCCCO[C@@H](CN(C)C(=O)Nc2ccc(C(F)(F)F)cc2)[C@H](C)CN([C@@H](C)CO)C(=O)c2cc(NS(=O)(=O)c3ccccc3)ccc2O1	-1.2
C[C@@H]1CN([C@@H](C)CO)C(=O)c2cc(-c3cccnc3)cnc2O[C@@H]1CN(C)C(=O)Nc1ccc(C(F)(F)F)cc1	3.3
O=C(C[C@@H]1CC[C@@H]2NC[C@@H](O)COC[C@H]2O1)NC1Cc2ccccc2C1	-2.3
NCC[C@H]1CC[C@H](NC(=O)C2CCC2)[C@@H](CO)O1	1.7
Cc1noc(C)c1S(=O)(=O)N(C)C[C@H]1Oc2c(NS(=O)(=O)c3ccccc3)cccc2C(=O)N([C@@H](C)CO)C[C@H]1C	0.3
C[C@H](CO)N1C[C@H](C)[C@H](CN(C)C)Oc2ccc(NC(=O)C3CCCCC3)cc2C1=O	0.6
Cc1noc(C)c1S(=O)(=O)N(C)C[C@H]1OCCCC[C@@H](C)Oc2ccc(NC(=O)NC3CCCCC3)cc2C(=O)N([C@H](C)CO)C[C@@H]1C	-0.1
COc1ccc(CN(C)C[C@H]2OCCCC[C@H](C)Oc3ccc(NC(=O)Cc4ccccc4)cc3C(=O)N([C@H](C)CO)C[C@H]2C)cc1	-4.3

# Remaining list, next part:
Molecule	Mtb BioA inh
C[C@@H]1CCCCO[C@H](CN(C)C(=O)Cc2ccccc2)[C@@H](C)CN([C@H](C)CO)C(=O)c2cc(NC(=O)Nc3cccc4ccccc34)ccc2O1	-0.9
CC(=O)N(C)C[C@H]1Oc2cc(Br)ccc2S(=O)(=O)N([C@H](C)CO)C[C@H]1C	-0.4
C[C@@H]1CN([C@H](C)CO)C(=O)c2cc(NC(=O)c3ccccc3)ccc2O[C@@H](C)CCCCO[C@@H]1CN(C)C(=O)CCC(F)(F)F	0.7
COc1ccc(NC(=O)N(C)C[C@@H]2Oc3ccc(NS(=O)(=O)c4cn(C)cn4)cc3CC(=O)N([C@@H](C)CO)C[C@@H]2C)cc1	-0.6
